# Source: PubChem
# BCLXL inh: blocks human Bcl-xL binding to Bim BH3 peptide; inhibition, % at 10.9 µM; hit rate 0.7% among 320,000; Q07817; GST-Bcl-xL / FITC-Bim BH3 peptide fluorescence polarization;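 active means inhibition above the mean of all tested compounds plus 3 SD, cutoff set per campaign, cut at about 30% in these data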;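 further: 0% = DMSO wells and 100% = unlabeled Bim-BH3 peptide competitor; inhibitors lower millipolarization by displacing the labeled peptide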
# CIT2-GFP yeast: modulators of TOR pathway CIT2-GFP in S. cerevisiae; S. cerevisiae CIT2-GFP strain, flow cytometry, 3 h; 100 means same as DMSO wells; GFP response vs DMSO, % at 10 µM; hit rate 0.065% among 320,000; AID 2029;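 active means GFP response relative to DMSO above a set limit, near the screen mean plus 3 SD, cut at about 150% in these data; inconclusive means Fewer than 70 cells measured for a yeast strain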;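 further: ratio of well median GFP fluorescence to mean of DMSO wells on the plate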
# GLD-1 TGE inh: GLD-1-TGE RNA interaction inhibition (C. elegans). Q17339. purified GLD-1 + fluorescein TGE RNA, fluorescence polarization. inhibition, % at 5.96 µM. hit rate 0.44% among 320,000;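 active means percent inhibition above a per-plate cutoff, the plate mean of test compounds plus 3 SD, cut at about 30% in these data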;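 further: 0% = DMSO wells with GLD-1 and probe and 100% = wells lacking GLD-1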
# MEX-5 binding: C. elegans MEX-5 TCR-2 RNA binding activity | MEX-5/FITC-TCR2 RNA binding, fluorescence polarization; hits give low values | hit rate 0.38% among 300,000 | activity score (negative = inhibition of binding), % at 10 µM;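 active means inhibition past about -25% in most replicates, and total fluorescence under double the plate's negative control median, limit read from the data; inconclusive means replicates evenly split on the limit, or fluorescence at least double controls; inactive means too little inhibition in most replicates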;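 further: 0% = DMSO and -100% = 5 µM competing unlabeled TCR2 RNA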
# MCL1 BIM primary: disrupts human MCL1 binding to BIM-BH3 peptide | inhibition, % at 10.9 µM | GST-MCL1 / FITC-Bim-BH3 fluorescence polarization | AID 2057 | hit rate 0.68% among 320,000;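 active means inhibition above the mean inhibition of all tested compounds plus 3 SD, set per campaign, cut at about 40% in these data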;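 further: 0% = DMSO wells and 100% = unlabeled Bim-BH3 peptide control; higher means more loss of mP so more displacement of Bim peptide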
# GRK2 aptamer HTS: inhibitors of human GRK2 displacing RNA aptamer. bead flow cytometry, FAM-aptamer displacement from GRK2. inhibition of aptamer binding, % at 10 µM. hit rate 0.59% among 330,000;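 active means inhibition of aptamer binding above 40%, roughly 3 SD of noise, on plates passing a quality check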;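 further: median bead fluorescence of bound FAM aptamer so fluorescent compounds give negative values; no value below 0 was filed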
# Fam108B inh: blocks mouse Fam108B hydrolase in RBBP9 counter-screen; inhibition, % at 9.51 µM; AID 1947; hit rate 0.33% among 300,000; recombinant Fam108B, FP-Rh probe fluorescence polarization;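 active means inhibition above the screen mean inhibition plus 3 SD, computed separately per campaign, cut at about 18% in these data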;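 further: inhibitors lower polarization as less probe binds the enzyme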
# VLA-4 inh: inhibition in a human VLA-4 binding assay. P13612. VLA-4 expressing cells, ligand binding flow cytometry. inhibition, % (about 7 µM as worked out from the volumes in the protocol). hit rate 0.2% among 330,000. AID 2557; in the data active means inhibition above about 50%
# Target sequence (P13612 whole entry, looked up): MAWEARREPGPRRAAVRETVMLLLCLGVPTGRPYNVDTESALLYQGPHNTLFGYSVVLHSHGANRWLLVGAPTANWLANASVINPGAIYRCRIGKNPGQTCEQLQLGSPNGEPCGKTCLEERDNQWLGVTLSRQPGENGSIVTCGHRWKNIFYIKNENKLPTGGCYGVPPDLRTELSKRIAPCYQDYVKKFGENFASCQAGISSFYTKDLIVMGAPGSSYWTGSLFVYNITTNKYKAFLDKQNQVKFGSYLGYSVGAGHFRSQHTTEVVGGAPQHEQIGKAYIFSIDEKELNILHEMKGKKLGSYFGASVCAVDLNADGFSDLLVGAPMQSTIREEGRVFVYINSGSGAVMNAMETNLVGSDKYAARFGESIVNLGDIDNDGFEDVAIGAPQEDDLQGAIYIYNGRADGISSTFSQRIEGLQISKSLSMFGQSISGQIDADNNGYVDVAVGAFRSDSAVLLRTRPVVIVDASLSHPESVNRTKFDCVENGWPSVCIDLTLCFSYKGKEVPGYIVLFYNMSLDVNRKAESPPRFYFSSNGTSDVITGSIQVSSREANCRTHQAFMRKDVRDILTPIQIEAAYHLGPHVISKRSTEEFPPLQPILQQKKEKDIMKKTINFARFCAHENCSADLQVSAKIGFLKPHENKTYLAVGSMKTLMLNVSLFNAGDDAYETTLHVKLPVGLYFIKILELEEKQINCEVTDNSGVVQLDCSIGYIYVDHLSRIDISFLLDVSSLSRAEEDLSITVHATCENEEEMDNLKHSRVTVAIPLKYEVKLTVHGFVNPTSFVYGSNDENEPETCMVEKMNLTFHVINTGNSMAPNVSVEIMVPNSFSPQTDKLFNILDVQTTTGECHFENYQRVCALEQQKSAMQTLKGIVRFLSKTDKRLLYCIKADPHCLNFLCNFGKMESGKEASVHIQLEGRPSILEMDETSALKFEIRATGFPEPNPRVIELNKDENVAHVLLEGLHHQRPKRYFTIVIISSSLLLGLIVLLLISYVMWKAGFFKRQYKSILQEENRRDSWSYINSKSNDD
# AGP1-GFP MLPCN: alters AGP1-GFP fluorescence in TOR pathway yeast screen. S. cerevisiae AGP1-GFP multiplex flow cytometry, 3 h; GFP as percent of DMSO wells. GFP response vs DMSO, % at 10 µM. hit rate 0.02% among 320,000;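 active means GFP response relative to DMSO above a set limit, near screen average plus 3 SD, cut at about 150% in these data; inconclusive means fewer than 70 cells counted for the yeast strain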;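 further: median GFP channel fluorescence of the gated AGP1 strain per well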
# * hit, by the source's call; i = inactive; ? = inconclusive; / = not tested or not shown; [ ] = another dose, or the depositor's remark.
# Short forms – A = BCLXL inh; B = CIT2-GFP yeast; C = GLD-1 TGE inh; D = MEX-5 binding; E = MCL1 BIM primary; F = GRK2 aptamer HTS; G = Fam108B inh; H = VLA-4 inh; I = AGP1-GFP MLPCN
CCCC(C)NC(=O)Cc1ccccc1[N+](=O)[O-] (stereo unspecified)
  A: 7.5	B: 105.6	C: 4.1	D: 0.6	E: -4.2	F: 1.0	G: 1.6	H: -16.3	I: 99.2

N/C(=N\OC(=O)Cc1ccccc1)c1ccc(Br)cc1
  A: 5.3	B: 87.9	C: -0.3	D: -0.6	E: 5.5	F: 0.0	G: -1.9	H: -0.1	I: 108.7

C/C(=N\Nc1ccccn1)c1ccc(C(C)C)cc1
  A: 2.7	B: 108.5	C: 12.1	D: -0.5	E: -4.3	F: 1.0	G: 3.8	H: 11.4	I: 97.3

N#C/C(=C\c1ccc([N+](=O)[O-])o1)c1nc2ccccc2[nH]1
  A: -15.6	B: ?	C: -17.8	D: -0.4	E: -41.1	F: 0.0	G: 4.7	H: i	I: 109.7[may fluoresce violet]

O=C(CCCn1c(=S)[nH]c2ccccc2c1=O)NCc1ccco1
  A: 4.6	B: 90.5	C: 2.0	D: 5.7	E: 4.3	F: 0.0	G: 1.3	H: 10.4	I: 98.5

COC(=O)c1cccc(NC(=O)CSc2nncn2-c2ccccn2)c1
  A: 8.4	B: 105.8	C: 8.5	D: 1.1	E: 6.3	F: 1.0	G: 3.3	H: -21.2	I: 101.4

CCOCCOC(=O)c1ccc(-n2cncn2)nc1
  A: 1.7	B: 107.0	C: 4.9	D: -0.9	E: -0.2	F: 0.0	G: 6.3	H: -15.0	I: 101.8

Cc1ccc(-c2cc(C(=O)N/N=C/C(Br)=C/c3ccccc3)n[nH]2)o1
  A: 2.6	B: 99.9	C: -4.2	D: 0.2	E: 5.2	F: 0.0	G: -15.1	H: 7.6	I: /

CCOC(=O)c1cnc2cc(F)c(F)cc2c1N1CCN(C)CC1
  A: 3.2	B: 99.2	C: -1.4	D: 0.6	E: -0.3	F: 0.0	G: -0.4	H: 13.3	I: 103.6

CC(C)NC(=O)c1ccccc1NC(=O)C1CC(=O)N(C(C)C)C1 (stereo unspecified)
  A: 2.0	B: 98.3	C: 9.9	D: -0.7	E: -5.1	F: 0.0	G: 1.0	H: 7.4	I: 106.9

# Results in Fam108B inh and MEX-5 binding, for four of the compounds above:
SMILES	Fam108B inh	MEX-5 binding
CCCC(C)NC(=O)Cc1ccccc1[N+](=O)[O-] (stereo unspecified)	1.6	0.6
N/C(=N\OC(=O)Cc1ccccc1)c1ccc(Br)cc1	-1.9	-0.6
C/C(=N\Nc1ccccn1)c1ccc(C(C)C)cc1	3.8	-0.5
N#C/C(=C\c1ccc([N+](=O)[O-])o1)c1nc2ccccc2[nH]1	4.7	-0.4

# Some of the entries above, reformatted.
# Values in the order – BCLXL inh, CIT2-GFP yeast, GLD-1 TGE inh, MEX-5 binding, MCL1 BIM primary, GRK2 aptamer HTS, Fam108B inh, VLA-4 inh, AGP1-GFP MLPCN
> CCCC(C)NC(=O)Cc1ccccc1[N+](=O)[O-] (stereo unspecified)
  7.5, 105.6, 4.1, 0.6, -4.2, 1.0, 1.6, -16.3, 99.2
> N/C(=N\OC(=O)Cc1ccccc1)c1ccc(Br)cc1
  5.3, 87.9, -0.3, -0.6, 5.5, 0.0, -1.9, -0.1, 108.7
> C/C(=N\Nc1ccccn1)c1ccc(C(C)C)cc1
  2.7, 108.5, 12.1, -0.5, -4.3, 1.0, 3.8, 11.4, 97.3
> N#C/C(=C\c1ccc([N+](=O)[O-])o1)c1nc2ccccc2[nH]1
  -15.6, ?, -17.8, -0.4, -41.1, 0.0, 4.7, i, 109.7[may fluoresce violet]

# New compounds follow:
# Short forms – A = BCLXL inh; B = CIT2-GFP yeast; C = GLD-1 TGE inh; D = MEX-5 binding; E = MCL1 BIM primary; F = GRK2 aptamer HTS; G = Fam108B inh; H = VLA-4 inh; I = AGP1-GFP MLPCN
CCN(CC(=O)NCCCn1ccnc1)S(=O)(=O)c1ccc(C)cc1
  A: 3.7	B: 94.2	C: 10.9	D: 0.7	E: -1.5	F: 0.0	G: 1.4	H: -3.9	I: 89.5

O=C(Cn1ncc2c3ccccc3n(Cc3ccc(Cl)cc3)c2c1=O)NCCCN1CCCC1=O
  A: 7.5	B: 96.7	C: -3.0	D: -3.4	E: 3.6	F: 2.0	G: -0.7	H: -5.1	I: 107.5

COc1ccc(NC2=NC(=S)N(c3cccc(C)c3)C23CCCCC3)cc1
  A: 1.6	B: 94.4	C: 4.4	D: 0.9	E: 10.9	F: 2.0	G: 2.6	H: -2.3	I: 102.0

CC(C)C(=O)Nc1nnc(NC(=S)Nc2ccccc2)s1
  A: 14.6	B: 109.3	C: -0.9	D: -0.4	E: 3.6	F: 0.0	G: 0.0	H: -15.7	I: 103.2

O=C(Nc1cc(S(=O)(=O)N2CCOCC2)ccc1Cl)c1cc(=O)c2ccccc2o1
  A: -0.7	B: 98.0	C: 3.0	D: -0.8	E: -5.7	F: 0.0	G: 15.8	H: 0.0	I: 88.6

COc1ccc(OC)c(NC(=O)C2CCCN(S(=O)(=O)c3c(C)nn(C)c3C)C2)c1 (stereo unspecified)
  A: 3.4	B: 101.8	C: 6.8	D: 1.0	E: 3.3	F: 0.0	G: 5.0	H: 20.7	I: 104.3

Nc1c(Cl)ncnc1N/N=C/c1ccc2ccccc2n1
  A: 17.1	B: 83.9	C: 32.4*	D: /	E: 15.0	F: 0.0	G: 8.4	H: -18.1	I: 86.8

C[C@@H]1CC[C@]2(C(=O)O)CC[C@]3(C)C(=CCC4[C@@]5(C)CC[C@H](O)[C@@](C)(C(=O)O)C5CC[C@]43C)C2[C@]1(C)O (stereo partly specified)
  A: /	B: 96.6	C: -1.9	D: /	E: /	F: 0.0	G: /	H: -3.8	I: 98.5

CCCCn1c(=O)c(CCC(=O)O)nc2ccccc21
  A: -2.6	B: 96.2	C: 2.4	D: 0.1	E: -8.5	F: 1.0	G: 0.3	H: -0.6	I: 99.5

CC(=O)NC(=O)c1nnn(Cc2ccccc2)c1NC(C)=O
  A: 3.2	B: 94.5	C: 6.9	D: -4.1	E: 8.1	F: 2.0	G: 1.3	H: 8.4	I: 95.2

CCOC(=O)c1cnc(SCC#N)nc1N
  A: 2.0	B: 110.5	C: -9.7	D: -0.3	E: 6.9	F: 0.0	G: 0.7	H: -9.9	I: 107.7

Cc1cccc(NC(=S)NC(=O)c2ccc(Br)o2)c1C
  A: 2.3	B: 98.2	C: 3.1	D: 2.6	E: 1.4	F: 2.0	G: 0.6	H: -13.2	I: 105.0

O=C(CCNS(=O)(=O)c1ccc(Cl)cc1)N1CCC2(O)CCCCC2C1 (stereo unspecified)
  A: 5.1	B: 98.0	C: 4.0	D: 2.0	E: 2.8	F: 3.0	G: 6.0	H: 3.4	I: 103.5

Cc1ccc(N=CC2=C(O)CC(c3ccco3)CC2=O)cc1 (stereo unspecified)
  A: 2.9	B: 88.3	C: 0.7	D: 1.2	E: 2.0	F: 0.0	G: 2.0	H: 4.1	I: 96.0

CN(C)CC[C@@H](c1ccc(Cl)cc1)c1ccccn1
  A: -3.0	B: 77.2	C: 1.4	D: -0.6	E: -7.4	F: 4.0	G: -2.8	H: -0.8	I: 77.5

COc1ccc(CN(C(=O)c2ccc(-c3ccccc3)[nH]2)C(C(=O)NC(C)(C)C)c2ccncc2)cc1 (stereo unspecified)
  A: 7.4	B: 93.9	C: 6.9	D: 4.2	E: -3.7	F: 0.0	G: -14.8	H: 4.2	I: 88.8

CCOc1cc(CNc2ccc(O)cc2)cc(Br)c1OCc1ccccc1F
  A: 9.3	B: 90.4	C: -3.9	D: -2.7	E: 16.6	F: 0.0	G: 6.7	H: -0.3	I: 93.5

CCCn1nc(C(=O)NNC(=O)CCOc2ccccc2OCC)c2ccccc2c1=O
  A: 6.8	B: 71.5	C: 8.5	D: -2.2	E: 6.3	F: 0.0	G: 6.8	H: 42.0	I: 102.5

# Ordered by the number under CIT2-GFP yeast (falling): some entries from above
Compound	CIT2-GFP yeast
COc1ccc(CN(C(=O)c2ccc(-c3ccccc3)[nH]2)C(C(=O)NC(C)(C)C)c2ccncc2)cc1 (stereo unspecified)	93.9
CCOc1cc(CNc2ccc(O)cc2)cc(Br)c1OCc1ccccc1F	90.4
CN(C)CC[C@@H](c1ccc(Cl)cc1)c1ccccn1	77.2

# Rows were taken by chance; 2.2% or so of the library scored in one or more.
